# Screening results deposited in PubChem by National Center for Advancing Translational Sciences (NCATS).
# S2 tox – reduces viability in counter-screen for ATXN expression inhibitors. Potency, µM (top dose mostly 56.7 µM), usual class: cytotoxic. actives 0.49% (n = 400,000). S2 cells (HEK-293 line with an ATXN2-luciferase reporter) viability, CellTiter-Fluor protease fluorescence, 24 h. AID 651635; also: potency is read from the fitted curve at half-maximal effect; nearly all actives have a fitted effect of over 40% in size
# KB-V1 MDR tox – kills drug-selected multidrug resistant KB-V1 cells | KB-V1 MDR cells viability, CellTiter-Glo, 72 h | Potency, µM (highest dose often 46.1 µM), without a hit: at the top dose activity change, negative = cytotoxicity, most hits filed as cytotoxic | actives 3.4% (n = 400,000) | AID 1347076; also: potency is read from the fitted curve at half-maximal effect; % is scaled to controls: 0 for no effect and ±100 for the full control effect; nearly all actives have a fitted effect of over 60% in size
#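 Cytotoxicity toward P-gp-expressing KB-V1 cells was determined as loss of CellTiter-Glo luminescence after 72 h at 37 degrees C. Compounds were tested in quantitative HTS format across a concentration range, with curves fitted to normalized data.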
# ATXN2 expr inh – inhibitors of ATXN2 expression; HEK-293 ATXN2-luciferase reporter, luminescence, 24 h; Potency, µM (titrated, usually from 57 µM), without a hit: at the highest dose activity change, negative = inhibition, most hits filed as inhibitors; actives 0.72% (n = 360,000); also: potency is read from the fitted curve at half-maximal effect; % is scaled to controls: 0 for no effect and ±100 for the full control effect; nearly all actives have a fitted effect of over 55% in size
#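 ATXN2-luciferase reporter cells (luciferase flanked by upstream and downstream ATXN2 gene portions) were treated 24 h at 37 °C with compounds at up to 57 uM. SteadyGlo luminescence gave expression; GF-AFC fluorescence gave viability.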
# MCF10A rereplic – induces DNA re-replication in MCF 10a normal breast cells; MCF 10A DNA re-replication, Hoechst nuclear intensity, 48 h; Potency, µM (highest dose often 46.1 µM), for the others: at the highest dose activity, positive = re-replication, usual class: activators; actives 2.9% (n = 350,000); AID 624296; also: potency is read from the fitted curve at half-maximal effect; % of control where 0% means no effect; nearly all actives have a fitted effect of over 50% in size
# SW480 rerep – induces DNA re-replication in SW480 colon adenocarcinoma cells | Potency, µM (doses to about 46.1 µM), for inactives: at the top dose re-replication activation, hits mostly activators | AID 624297 | SW480 DNA re-replication, Hoechst DNA content imaging, 48 h | actives 1.8% (n = 340,000); also: potency is read from the fitted curve at half-maximal effect; % of control where 0% means no effect; nearly all actives have a fitted effect of over 55% in size
#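 Per well, 250 cells were exposed to pinned compound for 48 hr. Nuclear DNA was visualised with Hoechst (40 min, 37 C) and total object intensity recorded by fluorescence scanning.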
# HT1080 IDH1KD tx – HT-1080 IDH1 knockdown cell toxicity (counter line) | actives 2% (n = 360,000) | Potency, µM (series often up to 46.1 µM), for the others: at the highest dose activity, negative = toxicity, most hits filed as cytotoxic | HT-1080 IDH1 knockdown viability, ATP luminescence, 48 h;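 also: potency is read from the fitted curve at half-maximal effect; 0% = DMSO wells and -100% = cell-free medium wells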
#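 CellTiter-Glo luminescence after 48 h compound exposure at 37 degrees C of IDH1-knockdown HT-1080 cells in 5% FBS RPMI. %Activity scaled between DMSO wells and cell-free media wells, with curves fitted and assigned curve classes.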
# KB-3-1 cytotox – kills parental KB-3-1 adenocarcinoma cells; Potency, µM (doses to about 46.1 µM), for inactives: top-dose activity change, negative = cytotoxic, actives largely listed as cytotoxic; actives 1.4% (n = 400,000); KB-3-1 viability, CellTiter-Glo ATP luminescence, 72 h; AID 1347075; also: potency is read from the fitted curve at half-maximal effect; % is scaled to controls: 0 for no effect and ±100 for the full control effect; nearly all actives have a fitted effect of over 60% in size
#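 Multi-concentration cytotoxicity screen in KB-3-1 cells grown in DMEM lacking phenol red with 10% FBS. After 72 h at 37 °C with compound, ATP-dependent luminescence was recorded.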
# HT1080-NT tox – kills 2HG-producing HT-1080-NT fibrosarcoma cells; HT-1080-NT fibrosarcoma viability, CellTiter-Glo ATP luminescence, 48 h; actives 1.6% (n = 360,000); AID 686970; Potency, µM (highest dose often 46.1 µM), for the others: at the top dose activity, negative = less viability, most hits filed as cytotoxic;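 also: NT is the 2HG producing partner of a matched IDH1 knockdown line; potency is read from the fitted curve at half-maximal effect; 0% = DMSO-treated cells and -100% = media-only wells without cells; nearly all actives have a fitted effect of over 55% in size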
#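 Compounds were tested in concentration-response format on HT-1080-NT cells for 48 hours at 37 degrees C. Cell viability came from CellTiter-Glo luminescence; curves were classified by r2, response magnitude and activity.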
# IL-1B inflam inh – inhibitors of inflammasome signaling (IL-1 beta secretion). actives 4.7% (n = 360,000). AID 743279. activity change, % at 57.5 µM. THP-1 LPS/ATP IL-1B secretion, AlphaLISA, 16 h; stronger effect = lower value; in the data active = activity change below about -50%; inconclusive = mostly about -30% to -49%; also: % is scaled to controls: 0 for no effect and ±100 for the full control effect
#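 THP-1 cells pretreated 1 hr with compounds (up to 57.5 uM final), then stimulated with LPS (250 ng/mL final) plus ATP (1.25 mM final); secreted IL-1B measured by AlphaLISA after 16 hr, decreased signal indicating inhibition.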
# Starred values were filed as active, the others as inactive; i = inactive; u = inconclusive; x = no result given; & = joins results of further samples; [ ] = dose if it differs, or a comment. Unless noted, calls follow the shape of the dose curve; as a rule, active = well fitted curve in the direction sought with a large enough effect; inconclusive = small, poorly fitted or top-dose-only effect, or another doubt; inactive = no such curve, though single readings can be large; an effect the other way counts as inactive or inconclusive. The order is random. About 11% of those tested had a hit in this group.
Structure	S2 tox	KB-V1 MDR tox	ATXN2 expr inh	MCF10A rereplic	SW480 rerep	HT1080 IDH1KD tx	KB-3-1 cytotox	HT1080-NT tox	IL-1B inflam inh
COc1ccc(N2CC(C(=O)N[C@@H](C)C(=O)NCc3ccccc3OC)CC2=O)cc1 (some centres not stated)	x	12%	x	1%	2%	0%	0%	10%	-9
CCC(CC)C(=O)Nc1cccc(C(=O)N2CCOCC2)c1	i	-5%	1%	-3%	-5%	12%	8%	1%	25
O=C1CCC(C(=O)N2CCC(O)(c3ccccc3)CC2)CN1CCc1ccccc1 (configuration not stated)	i	u	3%	0%	-1%	8%	8%	3%	-12
CC(C)(C)NC(=O)C(c1ccncc1)n1c(=O)c(-c2cc3ccccc3[nH]2)nc2ccccc21 (configuration not stated)	x	u	x	x	x	u	-86%	u	-123*
CN(C)CCCNC(=O)CC(c1ccccc1)c1ccccc1O (configuration not stated)	i	-1%	-11%	-2%	-4%	21%	-2%	13%	0
Cc1occc(=O)c1OC(=O)Nc1ccccc1	i	8%	44%[activator]	0%	-9%	13%	-2%	19%	-2
CCCN(CCO)Cc1ccc(F)c(Br)c1	i	-1%	-3%	-7%	2%	-1%	1%	5%	-10
N#CCSc1nnc(COc2ccccc2)n1-c1ccccc1	i	23µM*	-2%	17%	-1%	5%	-18%	15%	-10
COC(=O)c1ccc(/C=C/C(=O)OCC(=O)NCc2cccs2)cc1	i	0%	5%	2%	4%	0%	24%	0%	0
c1ccc(-c2onc(-c3ccco3)c2-c2ccc3c(c2)OCO3)cc1	i	0%&-7%	-4%	3%	15%	12%	0%&-11%	-3%	-9
O=C(Cc1nnc(NC(=O)c2ccccc2)s1)N/N=C/c1ccc(O)cc1	i	-8%	6%	15%	-62%[inhibitor]	0%	2%	0%	39
CCc1ccc(N2CC(C(=O)Nc3ccc(S(=O)(=O)N4CCCCC4)cc3)CC2=O)cc1 (configuration not stated)	i	u	-28%	8%	25%	-14%	-8%	-9%	4
COc1ccc(OC)c(-n2c(SCC(=O)Nc3cccc(S(N)(=O)=O)c3)nc3ccccc3c2=O)c1	u	2%	-17%	-4%	-11%	0%	2%	-17%	u
Cc1cc(NC(=O)CSc2nc(-c3ccccc3C)nc3c2c(=O)n(C)c(=O)n3C)no1	i	18%	4%	x	x	x	2%	x	x
CN(C(=O)C1CCCO1)c1nnc(-c2ccccn2)s1 (configuration not stated)	i	4%	9%	5%	1%	0%	3%	10%	-21
COc1ccc(NS(=O)(=O)c2ccc(C)cc2)c([N+](=O)[O-])c1	i	u	-9%	1%	1%	0%	-8%	-2%	-24
COc1cc(NC(=O)c2ccc3c(c2)OCO3)ccc1NC(=O)C(C)C	i	1%	4%	-1%	0%	-1%	-3%	9%	-29
CC(=O)c1ccc(NC(=O)/C=C/c2ccc(C)o2)cc1	i	u	0%	x	x	x	1%	x	x
O=C(COC(=O)[C@@H]1CC(O)CN1S(=O)(=O)c1ccc2c(c1)OCCO2)Nc1ccccc1F (some centres not stated)	i	0%	0%	-2%	-6%	-11%	-13%	-1%	-14
COc1ccc(NC(=O)CN(c2ccc(OC)c(Cl)c2)S(=O)(=O)c2ccccc2)c(OC)c1	i	-1%	-2%	u	u	-4%	-16%	-13%	39
O=C(OCc1ccc(Cl)c(Cl)c1)c1ccc[nH]1	i	3%	65%[activator]	15%	-18%	-3%	2%	-2%	-22
O=C(Nc1ccc(Br)cc1Cl)Nn1cnnc1	i	8%	15%	0%	-2%	0%	-7%	-7%	-8
CSc1ccc(C=O)cc1	i	16%	0%	-36%	6%	7%	0%	3%	-3
CC(C)C(=O)N1CCN(c2ccc(NC(=O)c3ccc([N+](=O)[O-])o3)cc2Cl)CC1	i	u	u	u	15%	u	u	7.3µM*	-105*
CCOc1ccc(S(=O)(=O)N2CCN=C2c2ccccc2)cc1	i	12µM*	-26%	21µM*	7.3µM*	-27%	u	u	31
Cc1ccc2cccc(Oc3ncnc4sc(C)c(C)c34)c2n1	i	-16%	-23%[11.3 µM]	11%	u	2%	7%	19%	33
O=C(NCc1ccco1)[C@@H]1CCCN1C(=O)c1cccs1	i	0%	1%	-5%	-5%	-5%	-4%	-5%	10
COC(=O)[C@]12CCCCC=C1N(Cc1cccc3ccccc13)C(=O)[C@H](CC(=O)N1CCSCC1)C2	u	u	-27%	x	x	u	u	u	-12
COc1ccc(Cl)c2sc(N3CCN(C(C)=O)CC3)nc12	i	-25%	10%	5%	-12%	3%	8%	3%	-25
COc1cccc(N2CC(NS(=O)(=O)c3cccs3)CC2=O)c1 (configuration not stated)	i	-12%	7%	12%	-3%	7%	2%	-2%	4
O=C(c1cc(COc2c(F)cccc2F)on1)N(Cc1ccccc1)CC1CC1	i	16%	10%	u	-8%	15%	0%	5%	-51*
CCc1ccc(NC(=O)C(CC)n2c(=O)c(C(F)(F)F)nc3ccccc32)cc1 (configuration not stated)	i	5%	8%	x	x	x	5%	x	x
CCOc1ccc(C2C(C#N)=C(N)Oc3nc[nH]c(=O)c32)cc1OC (configuration not stated)	i	16%	0%	3%	2%	0%	19%	8%	-2
Cc1ccc(CNC(=O)CSc2nc3ccsc3c(=O)n2Cc2ccccn2)cc1	i	u	14%	5%	-3%	0%	7%	5%	1
CCCCCCn1nc(C(=O)N(CCOC)c2c(N)n(CCCC)c(=O)[nH]c2=O)c2ccccc2c1=O	i	0%	0%	33%	-11%	-10%	-26%	-16%	2
CC(C)Nc1nc(Cl)nc(NC2CCCCC2)n1	u	11%	17%	26%	-40%[inhibitor]	-7%	-9%	-7%	45
Cc1cc2cc3n(c2nn1)N=C(Cl)CC3	u	u	x	x	x	u	u	u	-81*
C/C(=N\NS(=O)(=O)c1ccccc1)c1cccc(NC(=O)c2cccc(Cl)c2)c1	i	1%	4%	u	4%	u	2%	u	-7
O=C(COC(=O)/C=C/c1ccccc1[N+](=O)[O-])Nc1ccc(S(=O)(=O)N2CCOCC2)cc1	i	5%	1%	1%	-2%	23%	0%	5%	-5
COc1ccc2c(c1)CCc1c(C(=O)N3CCCC3)noc1-2	i	-13%	54%[activator]	17%	-1%	u	12%	-9%	-14
CC(=O)Nc1ccc(NS(=O)(=O)c2ccc(-c3cnc(C4CC4)o3)cc2)cc1	i	-5%	0%	6%	4%	-6%	4%	-9%	3
Cc1cccc2nc(C(=O)Nc3cc(Cl)ccc3-n3cncn3)cn12	i	-3%	x	4%	-10%	8%	-1%	13%	27
CC(=O)N1CCN(C2=Nc3cccc4cccc2c34)CC1	i	3%	-4%	-1%	-1%	1%[9.24 µM]	-2%	1%	-66*
Cc1ccc(C)c(CNC(=O)c2sc3ncnc(N(C)C4CCCCC4)c3c2C)c1	i	-4%	5%	x	x	x	0%	x	x
CCOC(=O)c1cc[nH]c1C	i	31%	-6%	-5%	-2%	-1%	-3%	7%	-7
CCCCOc1ncnc2c1[nH]c1ccc(F)cc12	i	6.5µM*	-11%	u	-12%	-5%	18µM*	u	u
O=C(COc1ccc([N+](=O)[O-])cc1)NCc1ccncc1	i	9%	2%	1%	-2%	3%	2%	8%	5
Cn1c(COc2ccccc2)nnc1SCC(=O)NNC(=O)C1CCCCC1	u	-2%	u	3%	-13%	18%	7%	6%	7
CC(=O)NCCn1c(SCC(=O)OCc2ccccc2)nc2ccccc2c1=O	i	u	0%	31%	-10%	6%	12%	1%	-3
CC(C)C(=O)N(Cc1cc2ccccc2[nH]c1=O)C(C)C	i	16µM*	13%	-6%	-9%	10%	4%	5%	0
CN1C(=O)N(CC(=O)Nc2nccs2)C(=O)C12CCCCC2	i	17%	-2%	5%	2%	9%	-6%	9%	23
O=C(NCc1ccc(F)cc1)c1ccc(CS(=O)(=O)Cc2ccc(F)cc2)o1	i	-14%	-13%	4%	-6%[9.22 µM]	-2%	-3%	0%	-7
CCCNC(=O)CCc1nnc2ccc(N3CCC(C)CC3)nn12	i	20%	9%	-8%	-5%	13%	0%	9%	3
CC1CCCC(C)N1CCCNC(=O)c1ccc2c(c1)NC(=O)c1ccccc1S2 (configuration not stated)	i	-1%	-13%	10%	-5%	u	-13%	u	-71*
Fc1cc(Cl)ccc1NC(=S)NCCN1CCOCC1	i	u	9%	9%	-7%	15%	11%	3%	7
Cc1ccc(S(=O)(=O)/N=C(/NC(=S)Nc2c(C)n(C)n(-c3ccccc3)c2=O)c2ccccc2)cc1	i	0%	-3%	-13%	0%	0%	20%	1%	-4
O=C(NCCc1ccc(Cl)cc1)c1ccc(S(=O)(=O)N2CCCC2)cc1	i	u	-16%	1%	5%	-19%	u	-2%	8
O=C(Nc1cc(C(=O)N2CCN(c3ccccc3)CC2)ccc1Cl)c1cccs1	i	8.2µM*	-4%	0%	3%	-8%	-6%	-3%	u
Cc1csc(NC(=O)CSc2ccc3nnc(CCNS(=O)(=O)c4ccccc4)n3n2)n1	i	1%	-9%	10%	7%	-6%	0%	6%	44
COc1cc2c(cc1OC)C(c1cc(Br)ccc1F)N(C(=O)CCl)CC2 (configuration not stated)	u	-4%	x	3.3µM*	14%	21µM*	u	21µM*	-71*
